# Compound activity: PubChem, several laboratories
# Alkaline phosphatase – human TNAP enzyme inhibitors, biochemical, luminescent (AID 518). one-dose inhibition, % at 20 µM; IC50 in µM for titrated hits. purified TNAP enzyme, luminescent substrate readout; higher % means a stronger effect. hit rate 0.09% among 64,000; in the data active = a potency from the dose series; inactive = the rest, 99 in 100 with inhibition below about 22%;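 also: plate controls were vehicle for no effect and reference inhibitor for full effect; many of its hits are not listed in these tables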
# Spn PMK inh – blocks S. pneumoniae phosphomevalonate kinase | purified PMK, PK/LDH-coupled NADH absorbance 340 nm | inhibition, % at 10 µM | hit rate 0.49% among 65,000 | AID 539;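 active = top-ranked compounds by inhibition in the single 10 µM screen, taking a fixed number of the strongest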;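 also: 0% = full reaction with DMSO carrier and 100% = background rate without enzyme reaction; no value below 0 was filed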
# HT1080 cytotoxicity – HT1080 cell viability loss – fluorescence readout (AID 620); HT1080 viability, fluorescence; higher % means a stronger effect; one-dose cytotoxicity, % at 10 µM; EC50 in µM for titrated hits; hit rate 0.42% among 87,000;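 also: cells exposed to compound overnight then 4 h with Alamar Blue; 0% = vehicle DMSO and 100% = killing control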
# DPM-DC inhibit – S. pneumoniae DPM-DC inhibition; purified DPM-DC, PK/LDH coupled NADH fluorescence; hit rate 0.49% among 65,000; AID 556; calls only at 10 µM;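 active = the 320 compounds with the highest percent inhibition in the single-dose primary screen, excluding strongly autofluorescent ones, cut at about 32% in these data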;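 also: kinetic rate of NADH fluorescence loss reporting ADP formed by the decarboxylase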
# MK inhibit – blocks S. pneumoniae mevalonate kinase; inhibition, % at 10 µM; purified MK, PK/LDH-coupled NADH absorbance 340 nm; hit rate 0.48% among 65,000;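 active = ranked among the strongest by inhibition in the single 10 µM screen, a fixed top-ranked set picked for dose follow-up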; also: no value below 0 was filed
# LYP phosphatase – LYP phosphatase inhibitors, primary screen, biochemical, DiFMUP fluorescence, recombinant catalytic domain, 10 µM (AID 606) | recombinant LYP catalytic domain, DiFMUP fluorescence; higher % means a stronger effect | one-dose inhibition, % at 10 µM; IC50 in µM for titrated hits | 52,000 tested, under 10 active;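 active = IC50 under 40 µM in the dose-response test; inactive = IC50 of 40 µM or more, or never dose-tested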
# HPDE-C7K KRASV12 – viability loss of HPDE-C7K cells – cell-based, fluorescence, HTS, primary screen (AID 431). hit rate 1.7% among 63,000. cytotoxicity, % at 10 µM, or EC50 in µM where a hit was titrated. HPDE-C7K KRASV12 cells, Alamar Blue viability, 48 h; higher % means a stronger effect;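 active = compounds whose percent cytotoxicity in the single-dose primary screen, scaled between solvent and toxic-drug controls, exceeds 50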;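 also: 0% = DMSO solvent wells and 100% = doxorubicin-treated wells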
# HPDE-C7 cytotoxicity – cytotoxicity in HPDE-C7 cells, cell-based, fluorescence, HTS (AID 430); cytotoxicity, % at 10 µM; hits with a dose series show EC50 in µM; HPDE-C7 pancreatic duct cells viability, fluorescence; higher % means a stronger effect; hit rate 1.8% among 63,000;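 also: cells exposed to compound for 48 hours before viability readout; 0% = vehicle and 100% = reference cytotoxic drug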
# Bfl-1 displacement – Bfl-1 inhibitors, primary screen, biochemical, fluorescence polarization, FITC-Bid, mouse (AID 432) | displacement, % at 20 µM; hits with a dose series show IC50 in µM | hit rate 0.02% among 64,000 | FITC-Bid BH3 peptide fluorescence polarization displacement; higher % means a stronger effect; in the data active = a potency from the dose series; inactive = the rest, 99 in 100 with displacement below about 15%; also: strong numbers were not always called active
# Spn PMK inh pilot replicates – recorded beside Spn PMK inh, whose call it bears; inhibition, %; measured here: pilot screen replicates
# MK inhibit pilot replicates – second read-out of MK inhibit, no call of its own (marks repeat the call); inhibition, %; measured here: pilot screen replicates
# DPM-DC inhibit pilot screen % – further read-out of DPM-DC inhibit, marked with its call; inhibition, %; measured here: pilot screen trials
# * hit, by the source's call; i = inactive; x = not tested or not shown; + = active, no number. Rule as the data show it, unless noted: active = cytotoxicity above about 50%; inactive = the rest.
SMILES,Alkaline phosphatase,Spn PMK inh,HT1080 cytotoxicity,DPM-DC inhibit,MK inhibit,LYP phosphatase,HPDE-C7K KRASV12,HPDE-C7 cytotoxicity,Bfl-1 displacement,others
Cc1ccc2cc(C(c3nnnn3CC3CCCO3)N3CCc4ccccc4C3)c(=O)[nH]c2c1 (stereo not drawn),15.2%,8.0,-2.8%,i,5.0,x,-10.2%,-14.9%,-6.7%,Spn PMK inh pilot replicates=2.5;MK inhibit pilot replicates=0.0;DPM-DC inhibit pilot screen %=4.5
O=C(Nc1ccc(Cl)cc1)N(Cc1nnc2n1CCCCC2)c1ccccc1,16.8%,5.0,5.6%,i,8.0,x,-3.7%,-27.1%,-8.7%,
CCN(CCNC(=O)Cn1cc2c(n1)CCCC2)c1ccccc1,4.6%,9.0,-12.2%,i,6.0,-8.2%,2.1%,-5.0%,3.9%,
O=C(NCc1ccc2c(c1)OCO2)c1cccc(N2CCCC2=O)c1,2.8%,19.0,x,i,0.0,x,5.8%,-6.1%,-10.4%,
COc1ccc(-c2noc(C3CCCN(C(=O)c4ccccc4OC)C3)n2)cc1OC (stereo not drawn),7.1%,5.0,-9.3%,i,10.0,x,-10.1%,-27.5%,-5.3%,
COCc1nnc(NC(=O)c2ccc(S(=O)(=O)N3CCCCCC3)cc2)o1,6.1%,11.0,-4.1%,i,6.0,-5.2%,-11.3%,3.2%,-16.9%,
CCOC(=O)C1=C(C)Nc2nc3ccccc3n2C1c1ccncc1 (stereo not drawn),11.0%,9.0,31.4%,i,6.0,-17.7%,-2.3%,-4.6%,3.0%,
O=C(CN1C(=O)NC(Cc2ccccc2)C1=O)NC(=O)NC1CCCCC1 (stereo not drawn),10.7%,6.0,11.9%,i,8.0,4.5%,-0.1%,-13.5%,-0.7%,
CC(C)(C)c1ccc(O)c(N)c1,20.4%,5.0,-3.0%,i,5.0,12.6%,0.8%,-20.3%,2.1%,Spn PMK inh pilot replicates=0.0;MK inhibit pilot replicates=0.0;DPM-DC inhibit pilot screen %=0.0
O=C1CCCN1CCC1CCN(C2CC(=O)N(c3ccc(Cl)cc3)C2=O)CC1 (stereo not drawn),7.4%,0.0,8.1%,i,8.0,0.8%,-8.4%,-4.3%,-0.9%,
CCOC(=O)c1c(C)[nH]c(C)c1C(=O)CSc1nnc(-c2cc(OC)c(OC)c(OC)c2)o1,12.3%,14.0,-6.8%,i,8.0,-4.3%,-8.1%,-5.9%,-0.3%,
COC(=O)/C=C/S(=O)(=O)c1ccc(NC(C)=O)cc1,0.9%,8.0,9.7%,i,6.0,x,58.8%*,101.8%*,-5.6%,
CCNC(=O)Cn1cnc2c1c(=O)n(C)c(=O)n2C,2.4%,2.0,-3.3%,i,8.0,9.8%,-18.7%,-15.8%,7.1%,Spn PMK inh pilot replicates=0.0;MK inhibit pilot replicates=0.0;DPM-DC inhibit pilot screen %=0.5
O=C(Nc1nnc(SCc2ccccc2)s1)c1cccs1,-0.9%,3.0,22.6%,i,6.0,-2.6%,x,x,-5.2%,
COc1cc(-n2nc(C)c3c2OC(N)=C(C#N)C3c2ccccc2)c(Cl)c(Br)c1O (stereo not drawn),21.4%,4.0,-3.7%,i,1.0,x,44.5%,47.4%,-11.4%,Spn PMK inh pilot replicates=6.0;MK inhibit pilot replicates=4.0;DPM-DC inhibit pilot screen %=11.5
O=C(COc1ccccc1)OCc1cc2ccccc2[nH]c1=O,7.9%,13.0,-6.3%,i,5.0,x,-13.7%,-5.3%,-11.7%,
CCCCN(CCCNc1ncnc2nc[nH]c12)c1ccccc1,-31.5%,8.0,-0.8%,i,32.0,-8.3%,7.8%,11.8%,1.1%,
COc1ccc(C(=O)NCC(=O)OCC(=O)NC(=O)NC2CCCCC2)cc1OC,9.9%,0.0,0.3%,i,1.0,8.1%,2.5%,-4.8%,-8.1%,
Cc1nc2ccccc2c2oc(C(=O)N3CCN(C(=O)c4ccco4)CC3)cc12,13.4%,21.0,15.8%,i,2.0,4.2%,14.3%,9.1%,-2.5%,Spn PMK inh pilot replicates=2.0;MK inhibit pilot replicates=2.0;DPM-DC inhibit pilot screen %=3.5
O=C(NCc1cccnc1)c1ccccn1,9.0%,14.0,-13.1%,i,9.0,x,-4.9%,-2.0%,-7.9%,Spn PMK inh pilot replicates=1.5;MK inhibit pilot replicates=0.0;DPM-DC inhibit pilot screen %=0.5
Cn1c(-c2ccc(N)cc2)nc2ccccc21,4.1%,17.0,7.3%,+,5.0,3.6%,-1.3%,1.2%,-1.0%,
O=C(C1CCCN(S(=O)(=O)c2ccc(Cl)cc2)C1)N(Cc1cccs1)C1CC1 (stereo not drawn),1.7%,3.0,-6.0%,i,3.0,x,-11.3%,-6.1%,2.6%,
COCCCNC(=O)C1CCC(=O)N1Cc1ccccc1Cl (stereo not drawn),9.6%,8.0,4.4%,i,6.0,x,-14.3%,-1.1%,-5.3%,
CN(C(=O)c1ccc(Cl)cc1)C1=CCCCC1CCC#N (stereo not drawn),37.4%,14.0,27.1%,i,2.0,x,x,x,-1.8%,
CCC(C)(C)NC(=O)CN(C(=O)c1snc(C(N)=O)c1N)c1ccc2c(c1)OCCO2,1.4%,9.0,-0.8%,i,5.0,10.8%,-3.0%,1.9%,4.2%,
CCOC(=O)Cc1c(C)c2c(C)[nH]nc2oc1=O,15.9%,15.0,-4.4%,i,0.0,x,-0.4%,-4.6%,-9.5%,
CC1(C)Cc2c(C#N)c(N)n(-c3ccccc3)c(=O)c2CO1,8.5%,5.0,-5.5%,i,12.0,3.9%,-4.4%,6.2%,-1.0%,
c1ccc(-c2nnc(N3CCN(c4ccccn4)CC3)c3ccccc23)cc1,6.4%,6.0,8.6%,i,9.0,9.2%,-2.1%,5.2%,-7.2%,
O=C(Nc1ccc(Cl)c(Cl)c1)N1CCSC1c1ccco1 (stereo not drawn),4.2%,11.0,17.8%,i,6.0,3.5%,40.6%,62.5%*,1.0%,
Cc1nc2cc(NCc3nc4ccccc4n3Cc3ccccc3)ccc2n1C,-0.9%,3.0,10.1%,i,7.0,-15.5%,28.1%,26.9%,-1.1%,
O=C(NCc1ccc(F)cc1)C1CCCN1C(=O)NCc1ccccc1 (stereo not drawn),6.3%,6.0,19.4%,i,11.0,x,1.2%,-0.5%,-2.6%,
CCOC(=O)N1CCN(c2cc(NCCC(=O)O)c3c4c(onc24)-c2ccccc2C3=O)CC1,18.7%,15.0,25.3%,i,11.0,3.7%,61.7%*,58.8%*,30.5%,
Cc1ccccc1OCCCN1C(=O)C(=O)c2cccc(C)c21,27.7%,0.0,-16.1%,i,16.0,-1.2%,6.6%,3.9%,-4.6%,Spn PMK inh pilot replicates=1.0;MK inhibit pilot replicates=1.0;DPM-DC inhibit pilot screen %=5.0
CCOC(=O)C1CCN(C(=O)Nc2ccc3snnc3c2)CC1,13.4%,0.0,4.6%,i,9.0,x,11.0%,-1.8%,-3.4%,Spn PMK inh pilot replicates=5.0;MK inhibit pilot replicates=0.0;DPM-DC inhibit pilot screen %=5.0
Cc1ccc2cc3cc(C(=O)NCCC(C)C)oc3nc2c1,9.6%,4.0,-0.7%,x,0.0,-1.2%,9.0%,8.5%,-1.0%,
CCCCc1c(O)nc(SCC(=O)NCCc2ccc(OC)c(OC)c2)[nH]c1=O,5.3%,11.0,-9.2%,i,6.0,x,0.2%,1.6%,1.3%,
CCOc1ccccc1C1N(c2ccc(OC)cc2)C(=O)C2CCCN21 (stereo not drawn),4.4%,10.0,7.3%,i,3.0,9.7%,3.9%,-1.7%,-2.2%,
Cc1cccc(-c2nsc(SCC(=O)Nc3cc(C)on3)n2)c1,8.1%,8.0,-0.6%,i,3.0,x,-11.3%,-7.9%,6.1%,
CCOc1ccc(C)cc1S(=O)(=O)N1CCCCC1,2.4%,4.0,7.8%,i,2.0,-0.7%,7.7%,5.3%,-4.2%,
CCOc1ccccc1NC(=O)C1CCCN(S(=O)(=O)c2ccc(OC)c(C)c2)C1 (stereo not drawn),11.7%,10.0,1.2%,i,5.0,-6.0%,-3.1%,-2.7%,-3.1%,
O=C(CN(C(=O)CCNC(=O)c1ccco1)c1ccccc1)NC1CCCC1,2.7%,16.0,1.1%,i,0.0,11.2%,-5.2%,-14.8%,2.2%,Spn PMK inh pilot replicates=0.0;MK inhibit pilot replicates=1.0;DPM-DC inhibit pilot screen %=0.0
COc1cc(-n2c(=O)c3ccccc3n(Cc3cccnc3)c2=O)cc(OC)c1OC,6.9%,10.0,-1.6%,i,2.0,0.3%,-4.2%,-14.0%,1.4%,
CCCc1nnc(NC(=O)Cn2c(=O)sc3ccccc32)s1,14.3%,11.0,-3.9%,i,7.0,7.7%,4.2%,5.6%,-6.9%,
Cc1ccc2[nH]c(=O)c(CN(Cc3ccco3)C(=O)c3ccncc3)cc2c1,9.0%,0.0,4.5%,i,10.0,x,x,x,-1.4%,
CC(C)(C)C(=O)OCCn1c(=O)c2cc3c(=O)n(CCOC(=O)C(C)(C)C)c(=O)c3cc2c1=O,13.9%,15.0,0.5%,i,9.0,-2.9%,-6.1%,3.2%,4.0%,

# Pulled by compound from the entries so far, 4 records:
SMILES,Alkaline phosphatase,Spn PMK inh,HT1080 cytotoxicity,DPM-DC inhibit,MK inhibit,LYP phosphatase,HPDE-C7K KRASV12,HPDE-C7 cytotoxicity,Bfl-1 displacement,others
O=C(CN(C(=O)CCNC(=O)c1ccco1)c1ccccc1)NC1CCCC1,2.7%,16.0,1.1%,i,0.0,11.2%,-5.2%,-14.8%,2.2%,Spn PMK inh pilot replicates=0.0;MK inhibit pilot replicates=1.0;DPM-DC inhibit pilot screen %=0.0
CCOc1ccc(C)cc1S(=O)(=O)N1CCCCC1,2.4%,4.0,7.8%,i,2.0,-0.7%,7.7%,5.3%,-4.2%,
CCOc1ccccc1NC(=O)C1CCCN(S(=O)(=O)c2ccc(OC)c(C)c2)C1 (stereo not drawn),11.7%,10.0,1.2%,i,5.0,-6.0%,-3.1%,-2.7%,-3.1%,
CCCCc1c(O)nc(SCC(=O)NCCc2ccc(OC)c(OC)c2)[nH]c1=O,5.3%,11.0,-9.2%,i,6.0,x,0.2%,1.6%,1.3%,

# New compounds follow
SMILES,Alkaline phosphatase,Spn PMK inh,HT1080 cytotoxicity,DPM-DC inhibit,MK inhibit,LYP phosphatase,HPDE-C7K KRASV12,HPDE-C7 cytotoxicity,Bfl-1 displacement,others
Cn1c(-c2ccc(F)cc2)cnc1SCC(=O)NCc1ccco1,12.6%,12.0,2.9%,i,5.0,11.1%,-18.3%,-14.6%,-9.5%,
c1csc(Cc2nn3c(-c4ccncc4)nnc3s2)c1,10.7%,6.0,-3.8%,i,0.0,0.0%,-3.8%,-7.8%,-9.4%,
O=C(Nc1ccc(N2CCN(C(=O)c3ccccc3)CC2)c(Cl)c1)c1ccco1,4.5%,17.0,-4.5%,i,11.0,11.8%,-11.0%,-7.6%,-9.2%,
CCc1nnc(NC(=O)CSc2nnc(COc3ccccc3C)o2)s1,12.7%,6.0,-17.2%,i,12.0,1.0%,-12.3%,0.7%,1.4%,
CCOc1ccc(S(=O)(=O)N2CCC(C(N)=O)CC2)c2ccccc12,9.5%,17.0,4.3%,i,0.0,16.6%,6.1%,2.2%,-5.0%,
CCOc1ccc(C2=Nn3c(nnc3-c3cccnc3)SC2)cc1,13.5%,4.0,17.4%,i,7.0,5.5%,-1.2%,-12.9%,0.2%,
